# CSN deneddyl inh – blocks human CSN-mediated cullin deneddylation. Purified CSN, SCF-Nedd8-OG deneddylation, fluorescence polarization. inhibition, % at 12.5 µM. 360,000 compounds, 0.38% hits;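 active = pattern-corrected inhibition above about 35%, with an unprinted fluorescence ratio check between 0.5 and 1.5, limit read from the data, passing the limit was not always enough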;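 also: 0% = enzyme with substrate and 100% = substrate without enzyme; some results filed as inactive read as strong as hits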
# Target sequence (Q92905 whole entry, looked up, one chain of several): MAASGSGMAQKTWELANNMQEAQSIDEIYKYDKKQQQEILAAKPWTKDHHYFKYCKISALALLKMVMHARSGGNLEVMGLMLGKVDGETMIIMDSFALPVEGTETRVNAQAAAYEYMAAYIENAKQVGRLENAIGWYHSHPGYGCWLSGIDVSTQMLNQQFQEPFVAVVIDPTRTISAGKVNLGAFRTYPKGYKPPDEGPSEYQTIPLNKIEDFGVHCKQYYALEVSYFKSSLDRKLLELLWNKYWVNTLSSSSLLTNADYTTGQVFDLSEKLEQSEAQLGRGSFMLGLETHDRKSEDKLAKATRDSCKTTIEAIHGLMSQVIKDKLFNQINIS
#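 Material: purified human Csn5 enzyme expressed in HEK293T cells / Medium: Tris buffer pH 7.5, NaCl, DTT, Tween-20, trehalose, ovalbumin / Compound dosing: 12.5 µM single point / Schedule: 90 min incubation of compound, enzyme and substrate at room temperature / Signal: fluorescence polarization of the substrate / Control set: no-enzyme wells high, enzyme-with-substrate wells low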
# Rpn11 inh – blocks the human proteasome subunit Rpn11; 360,000 compounds, 0.59% hits; calls only at 20 µM; human 26S proteasome, Ub4-pepOG fluorescence polarization; 20S core pre-blocked with epoxomicin;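 active = inhibition at 20 µM, scaled to each plate's controls, above about 33%, limit read from the data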
# Target sequence (O00487 whole entry, looked up): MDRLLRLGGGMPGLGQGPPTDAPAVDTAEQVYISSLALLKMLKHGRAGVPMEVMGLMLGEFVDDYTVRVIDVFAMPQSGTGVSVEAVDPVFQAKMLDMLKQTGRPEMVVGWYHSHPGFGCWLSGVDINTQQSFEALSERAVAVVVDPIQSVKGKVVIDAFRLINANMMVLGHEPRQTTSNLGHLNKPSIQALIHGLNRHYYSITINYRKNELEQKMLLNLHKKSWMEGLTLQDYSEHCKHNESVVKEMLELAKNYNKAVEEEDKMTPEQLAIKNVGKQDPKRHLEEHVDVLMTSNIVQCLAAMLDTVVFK
# eLon inh – inhibitors of E. coli Lon protease; 360,000 compounds, 0.42% hits; P0A9M0; purified E. coli Lon protease, fluorescence polarization; inhibition, % at 7.94 µM; AID 602123; in the data active = inhibition above about 13%, passing the limit was not always enough;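 also: 0% = enzyme with probe and DMSO and 100% = no enzyme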
# MsrA inh – bovine MsrA inhibition. purified bovine MsrA, absorbance read-out. inhibition, % at 15.5 µM. 360,000 compounds, 0.75% hits. AID 651718; in the data active = inhibition above about 4.5%;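 also: 0% = vehicle wells with enzyme and 100% = reference inhibitor wells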
# MT1-MMP act inh – blocks activation of human MT1-MMP. 360,000 compounds, 0.061% hits. HT1080 RFP-PRO-GFP cells, GFP/RFP ratio fluorescence, overnight; percent of plate control window, DMSO zero. P50281. GFP/RFP ratio change, % at 20 µM;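 active = GFP/RFP ratio change of at least 30% with cell ATP level not reduced by more than half and red fluorescence within 50% of control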; also: strong numbers were not always called active
#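 Material – HT1080 RFP-PRO-GFP cells · Control set – DMSO wells and RFP-L50D-GFP cells · Incubation – overnight cell settling, then overnight compound exposure, 37 °C, 5% CO2 · Compound dosing – single-point 20 µM compound, 1% DMSO · Read-out – GFP/RFP fluorescence ratio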
# PABP1 MLLE inh – inhibitors of microRNA-mediated deadenylation, human PABP1 MLLE binding. GST-MLLE / FITC-PAM2 fluorescence polarization. 360,000 compounds, 0.36% hits. inhibition, % at 20 µM. AID 588489. P11940; in the data active = inhibition above about 35%, passing the limit was not always enough;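 also: plate controls were DMSO wells with GST-MLLE for no effect and wells lacking GST-MLLE protein for full effect; some results filed as inactive read as strong as hits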
# bovine MsrA act – activators of bovine methionine sulfoxide reductase A; 360,000 compounds, 0.3% hits; purified bovine MsrA, absorbance read-out; AID 602163; activation, % at 10.6 µM; in the data active = activation above about 7.5%;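 also: 0% = vehicle and 100% = reference activator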
# Rin1-Abl PPI inh – inhibitors of human Rin1-Abl protein interaction | P00519+Q13671 | 360,000 compounds, 0.4% hits | TR-FRET Rin1/Abl binding, biochemical | inhibition, % at 7.35 µM | AID 588664; in the data active = inhibition above about 5%, passing the limit was not always enough
# FAS-TE inh – inhibitors of human fatty acid synthase thioesterase domain; recombinant FAS-TE, OMFH fluorogenic substrate, fluorescence endpoint; inhibition, % at 15 µM; 360,000 compounds, 0.67% hits;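 active = compounds whose normalised, plate-corrected inhibition of enzyme fluorescence in the single-dose primary screen is 50% or more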;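 also: 0% = DMSO with enzyme and 100% = substrate without enzyme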
# Starred values were filed as active, the others as inactive; i = inactive; / = not tested or not shown.
no.	compound	Rin1-Abl PPI inh	eLon inh	MT1-MMP act inh	bovine MsrA act	MsrA inh	FAS-TE inh	CSN deneddyl inh	PABP1 MLLE inh	Rpn11 inh
1	N#C/C(=C(/O)COc1ccc(Cl)cc1)c1nc2ccccc2s1	6	0	-6	-14	1.5	10	0	5	i
2	COc1cc(C2N(c3ccccc3)CCN2c2ccccc2)ccc1OC(C)=O	-1	2	3	-5	0.5	4	-7	0	i
3	CC(=O)c1sc(NC(=O)CCNC(=O)c2ccco2)nc1-c1ccccc1	-3	8	-4	-8	3.5	-2	-4	1	i
4	COC(=O)c1c(N)sc2c1CCN(c1ncc(C(F)(F)F)cc1Cl)C2	0	-13	-10	4	0.0	-43	9	-3	i
5	Cc1oc(-c2ccccc2)cc1C(=O)Nc1ccc2ccccc2c1	0	-2	1	-5	0.2	6	3	-13	i
6	CC1Cc2cc(/C(O)=C3/C(=O)C(=O)N(CCCn4ccnc4)C3c3ccco3)ccc2O1 (stereo not given)	-2	-15	-1	-4	0.1	-6	-2	3	i
7	COc1ccc(NC(=O)c2ccco2)cn1	2	16	-12	0	-1.2	-5	-10	52*	i
8	NC(=O)CCC(NC(=O)OCc1ccccc1)C(=O)OCC(=O)c1ccccc1 (stereo not given)	-2	-8	3	-1	1.1	-6	0	-10	i
9	COCCN(CC(=O)Nc1cccc(S(=O)(=O)N2CCCC2)c1)Cc1nc2ccccc2c(=O)[nH]1	1	-4	-1	-2	0.1	-5	-5	8	i
10	O=S(=O)(c1ccc2nc(N3CCN(c4ccccc4F)CC3)ccc2c1)N1CCCCC1	-4	5	5	0	0.1	4	-2	5	i
11	N#CCC(=O)Nc1ccc(C(=O)NCc2ccccn2)cc1	1	-14	2	-9	1.1	-8	-4	3	i
12	CCOC(=O)c1c(S(=O)(=O)Nc2cccc(Cl)c2)c(C)n(C)c1C	-2	0	2	-13	-0.3	0	2	6	i
13	CCOC(=O)c1cnc2c(cnn2C)c1NCCC#N	0	7	2	2	-1.0	-1	0	5	i
14	CCOc1ccc(NC(=O)Nc2ccc(N(C)C(C)=O)cc2)cc1	1	0	4	-5	-1.5	-2	-2	4	i
15	Cc1ccc(NC(=O)COc2ccc(/C=C3/SC(=Nc4ccccc4)N(Cc4cccnc4)C3=O)cc2)cc1	3	-9	0	-6	0.3	-5	14	-18	i
16	COc1cccc(Nc2nc(-c3ccc(O)cc3)cs2)c1	0	6	2	-2	0.9	14	-8	9	i
17	COc1ccc(N2C(=O)/C(=C/c3ccc([N+](=O)[O-])cc3)N=C2C)c(OC)c1	-2	4	-4	-4	2.1	-2	1	-4	i
18	O=S(=O)(NC1CCCC1)c1ccc(Br)s1	0	4	-5	0	0.6	3	0	-6	i
19	CC1(C2CC2)NC(=O)N(CC(=O)Nc2ccc(OC(F)F)cc2)C1=O (stereo not given)	4	-20	7	-2	0.1	-7	2	3	i
20	Cc1cccc(CNC(=O)C(C)n2nc(C)c3c(C)n(-c4ccccc4)nc3c2=O)c1 (stereo not given)	1	2	-1	-2	0.4	-4	3	-5	i
21	O=C(CCc1ccccc1)Nc1cc(C(F)(F)F)ccc1Cl	5	7	4	-1	-0.4	24	0	-10	i
22	O=C(NCc1ccc2c(c1)OCO2)C1CCCCC1	4	-2	-1	-2	-1.2	-4	-4	-2	i
23	N#CC1=C(N)Oc2cc(N)ccc2C1c1ccc(F)cc1 (stereo not given)	0	-14	-7	3	1.4	16	4	-18	i
24	O=C(COc1ccccc1)N1CCN=C1SCc1ccccc1	1	-2	10	-4	-1.0	1	2	-5	i
25	Cc1cc(=O)c(C(=O)O)nn1-c1ccccc1F	2	-10	2	-2	-0.8	-4	5	-2	i
26	COc1ccc(C(=O)NN(C)c2nc(C(F)(F)F)nc3ccccc23)cc1	0	3	-5	-1	1.3	7	0	-7	i
27	O=C(NCc1cccs1)C(=O)NCC(c1ccco1)N1CCN(c2ccccc2F)CC1 (stereo not given)	-2	2	-4	-3	0.4	23	1	-1	i
28	CCOc1cc(/C=C2\C(=N)N3N=C(N4CCCCC4)SC3=NC2=O)ccc1OC(=O)c1ccco1	-1	0	-6	0	-0.3	3	6	-28	i
29	Cc1ccc(NC(=O)/C(=C\C=C\c2ccccc2)NC(=O)c2ccccc2)cc1	-2	3	-2	-7	3.9	26	1	-4	i
30	O=C(NC1CCCC1)C(c1ccncc1)N(CCCN1CCOCC1)C(=O)c1ccc(-c2ccccc2)[nH]1 (stereo not given)	1	2	-1	-1	1.0	1	2	-11	i
31	Cc1ccc(C)c(-c2cc(C(=O)Nc3cccc(C(=O)O)c3)c3ccccc3n2)c1	1	-3	3	-2	1.3	0	1	4	i
32	CN(C(=O)COC(=O)c1nc(Cl)ccc1Cl)c1ccccc1	-1	6	-2	-2	-0.7	0	4	-5	i
33	CC1(C)C2CCC1(CS(=O)(=O)Nc1cccc(S(N)(=O)=O)c1)C(=O)C2 (stereo not given)	2	0	4	-2	-0.7	-2	0	12	i
34	CC(C)(C(=O)N1CCC1(C)C(=O)Nc1ccccc1Br)c1ccccc1 (stereo not given)	0	1	5	-2	1.1	8	-4	1	i
35	O=C(CNC(=S)N(Cc1ccccc1F)C1CCCCC1)NCCN1CCOCC1	1	-10	0	-2	0.7	-2	0	-147	i
36	CC(C)C[C@@H](CN1CCCC1CN1C(=S)NC[C@@H]1Cc1ccc(O)cc1)N1C[C@H](Cc2ccc(O)cc2)N(CC2CCCCC2)C1=S (stereo not given in full)	-1	2	-8	-2	-0.5	-52	3	8	i
37	Cc1ccc(S(=O)(=O)Nc2ccc(Cl)cc2C(=O)c2ccc(F)cc2)cc1	-1	1	-4	-1	-0.9	8	-2	1	i
38	COc1ccc(CCNC(=O)C(=O)Nc2ccc3c(c2)OCCO3)cc1OC	0	-5	2	-2	1.3	-5	-5	6	i
39	COc1ccc(N(C(=O)CSCC(=O)Nc2cc(C)on2)C(C(=O)NC2CCCCC2)c2ccc(O)c(O)c2)cc1 (stereo not given)	-1	-16	7	-5	1.3	-12	-9	5	i
40	CCOC(=O)C1=CN(Cc2ccco2)S(=O)(=O)N(C)C1c1ccccc1 (stereo not given)	0	-8	2	-2	1.5	4	0	11	i
41	CC(C)CC(C(=O)NC(C)(C)C)N(CC1CCCO1)C(=O)c1snc(C(N)=O)c1N (stereo not given)	0	-7	2	-10	1.8	-5	-5	-3	i
42	CCCc1cc(-n2ccnc2)n2c(nc3ccccc32)c1C#N	-1	-66	-70	-4	0.9	-15	31	-48	/
43	CCCCCN(C(=O)CCC(=O)OCC(=O)Nc1ccc(C)cc1F)c1c(N)n(CCCC)c(=O)[nH]c1=O	4	-11	0	-1	-1.1	-11	0	-16	i
44	CCN1CCN(c2nc3c(c(=O)n(C)c(=O)n3C)n2CCSc2ncccn2)CC1	0	-2	0	1	-1.0	-8	1	-5	i
45	O=C1OCCC1=COCCCCCOC=C1CCOC1=O	2	-4	-1	4	0.2	-9	1	-14	i

# Some entries already given, reduced to MsrA inh.
No.	SMILES	MsrA inh
41	CC(C)CC(C(=O)NC(C)(C)C)N(CC1CCCO1)C(=O)c1snc(C(N)=O)c1N (stereo not given)	1.8
42	CCCc1cc(-n2ccnc2)n2c(nc3ccccc32)c1C#N	0.9

# Further entries.
no.	compound	Rin1-Abl PPI inh	eLon inh	MT1-MMP act inh	bovine MsrA act	MsrA inh	FAS-TE inh	CSN deneddyl inh	PABP1 MLLE inh	Rpn11 inh
46	C=CCn1c(COc2ccccc2F)nnc1SCC(=O)N1CC(=O)Nc2ccccc21	-2	-2	3	-2	-0.2	1	6	-41	i
47	CCCCCCN1CC(=O)N2[C@@H](Cc3c([nH]c4ccccc34)C2(C)C)C1=O	2	2	4	-1	0.5	2	1	1	i
48	O=C(NC(=S)Nc1ccc2[nH]c(=O)[nH]c2c1)c1cccc(F)c1	-1	1	-1	-2	-1.3	-1	-3	31	i
49	Cc1sc2ncnc(OCC(=O)NC(C)C(C)C)c2c1C (stereo not given)	3	0	2	-1	2.1	-4	0	-27	i
50	COc1ccc2c(c1)C(C)(CCN)C(=O)N2C (stereo not given)	-2	12	-2	0	0.4	-9	1	11	i
51	Cc1ccc(CS(=O)Cc2ccc(C(=O)NCc3ccccc3Br)o2)cc1 (stereo not given)	-2	-4	2	-3	2.3	-3	-2	-4	i
52	Cc1cc(NC(=O)c2ccc3c(c2)OCO3)ccc1NC(=O)c1ccco1	0	-6	9	2	1.2	-5	-1	14	i
53	COc1ccccc1C(=O)C1CCCN(C(=O)c2cc(CC(C)C)nc(C)n2)C1 (stereo not given)	-1	-14	0	-3	0.2	-4	2	5	i
54	CC(=O)Nc1cccc(C(=O)Nc2ccc(S(=O)(=O)N3CCCCC3)cc2)c1	1	-5	3	-3	0.6	2	4	1	i
55	CCC1S/C(=N\S(=O)(=O)c2cccs2)N(C2CCCCC2)C1=O (stereo not given)	1	0	-3	-4	-0.1	14	0	9	i
56	COCCn1c(CN2CC(C)CC(C)C2)nc2c1c(=O)n(C)c(=O)n2C (stereo not given)	0	-1	7	-2	2.0	-2	4	7	i
57	Cc1cccc(N(C(=O)Cn2nnc3ccccc32)C(C(=O)NCc2ccco2)c2ccncc2)c1 (stereo not given)	2	3	3	0	0.8	-1	6	8	i
58	COC(=O)c1ccc(NC(=O)CN(c2ccc(C)cc2)S(=O)(=O)c2c(C)n[nH]c2C)cc1	3	3	7	-2	-0.4	6	5	-6	i
59	O=C(NC(=S)NC1CCC(O)CC1)c1ccco1 (stereo not given)	-1	6	1	-4	0.6	-10	-1	12	i
60	O=C1c2ccccc2C(O)N1CCN1CCOCC1 (stereo not given)	0	-7	1	1	3.8	-5	1	7	i

# PABP1 MLLE inh, hit marks shown above.
no.	SMILES	Rin1-Abl PPI inh	eLon inh	MT1-MMP act inh	bovine MsrA act	MsrA inh	CSN deneddyl inh	PABP1 MLLE inh	Rpn11 inh
7	COc1ccc(NC(=O)c2ccco2)cn1	2	16	-12	0	-1.2	-10	52*	i

# Next structures:
no.	compound	Rin1-Abl PPI inh	eLon inh	MT1-MMP act inh	bovine MsrA act	MsrA inh	FAS-TE inh	CSN deneddyl inh	PABP1 MLLE inh	Rpn11 inh
61	C[C@@H](C(=O)N1CCNCC1)n1cc(CCCN=C(N)N)nn1	0	-1	9	-1	0.2	-13	0	-8	i
62	CC(C)NC(=O)c1ccc(N(Cc2ccccc2)S(C)(=O)=O)cc1	2	3	-2	-6	-0.4	-2	1	9	i
63	COc1ccc(N2CCN(C(=O)CN(c3ccc(OC)cc3)S(=O)(=O)c3ccccc3)CC2)cc1	-1	-2	-1	-2	-0.3	16	7	-3	i
64	Cc1ccc(S(=O)(=O)N(C)C[C@H]2Oc3cc(Br)ccc3S(=O)(=O)N([C@H](C)CO)C[C@H]2C)cc1	-1	6	-7	-1	1.2	26	7	-17	i
65	Cc1cc(-c2sccc2C)nc(-n2cccc2)n1	-2	8	-1	1	0.7	24	-1	3	i
66	COc1ccc(CCNS(=O)(=O)c2csc(C(N)=O)c2)cc1OC	1	-3	1	-1	1.3	-1	-2	7	i
67	C(=N\N1CCN(Cc2ccccc2)CC1)/c1ccc(-c2ccccc2)cc1	2	-1	1	-16	0.6	2	2	-1	i
68	CCN(C(=O)COC(=O)/C(C#N)=C/c1ccc(N(C)C)cc1)C1CCS(=O)(=O)C1 (stereo not given)	-2	-31	-11	-2	0.4	-8	10	-34	i
69	CN1CCN(CC(=O)c2cc(C(C)(C)C)c(O)c(C(C)(C)C)c2)CC1	0	-7	1	0	-0.5	0	3	-5	i
